Screening data as filed in PubChem BioAssay.
14-3-3 PPI: modulators of human 14-3-3 gamma - Raf peptide interaction; P61981; FP, 14-3-3gamma / TMR-pS259-Raf peptide binding; inhibition, % at 40 µM; 160,000 tested, 0.19% active; in the data active = inhibition above about 30%;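 note: 0% = protein plus tracer without compound and 100% = blank with tracer alone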
Target sequence (P61981 whole entry, looked up): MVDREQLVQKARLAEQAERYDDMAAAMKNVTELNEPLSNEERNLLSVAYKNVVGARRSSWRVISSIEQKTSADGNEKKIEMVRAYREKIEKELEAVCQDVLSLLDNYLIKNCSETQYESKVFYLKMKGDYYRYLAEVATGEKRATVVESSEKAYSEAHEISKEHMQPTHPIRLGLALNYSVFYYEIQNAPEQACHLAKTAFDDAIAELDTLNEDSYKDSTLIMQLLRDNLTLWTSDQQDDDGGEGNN
Numbers without * were called inactive; & = joins results of further samples. This is a subset; the hit share may differ from the screen's.

item	compound	14-3-3 PPI
1	O=c1oc2ccccc2cc1-c1cn(-c2ccccc2)c(=O)[nH]1	-92.1
2	O=C(Nc1cccc(Cl)c1)c1c(NC(=O)C(F)(F)F)sc2c1CCCC2	-2.3
3	CC(NC(=O)c1cccc(C(=O)NC(C)c2ccccc2)c1)c1ccccc1 (stereo unspecified)	-6.2
4	CC(NC(=O)CCn1nc(-c2ccccc2)ccc1=O)c1ccccc1 (stereo unspecified)	5.5
5	COc1ccccc1-c1cc(C(F)(F)F)nc(NC2CCCCC2)n1	-4.3
6	c1c2c(cc3sc(N4CCOCC4)nc13)OCO2	-7.0
7	CCOc1ccc(C(=O)N2CCCCCC2)cc1	-4.7
8	CCCOc1ccc(C(=O)Nn2c(C)nc3ccccc3c2=O)cc1	-12.3
9	O=C1CC(N2CCN(c3ccc(O)cc3)CC2)C(=O)N1c1cccc(Cl)c1 (stereo unspecified)	1.2
10	COc1ccc(N2C(=O)C3CCCN3C2c2cccc(Br)c2)cc1 (stereo unspecified)	1.5
11	COc1ccc2[nH]c(C)c(CCN3C(=O)OC(C)(C)C3(C)O)c2c1 (stereo unspecified)	-1.3
12	O=C(Cn1c2ccccc2c(=O)c2ccc(Cl)cc21)Nc1ccc(Cl)cc1	0.7
13	O=C(Nc1ccc(Br)cc1C(=O)O)c1ccc(N2C(=O)C3C4C=CC(C4)C3C2=O)cc1 (stereo unspecified)	-367.9
14	COC(=O)c1ccc(O)c(SCN2CCCCC2)c1	-9.5
15	Cc1c(Cl)cccc1NC(=O)c1noc2c1CCCCC2	7.1
16	O=C(NCc1n[nH]c(=S)n1-c1ccc(Br)cc1)c1cccc2ccccc12	-1.1
17	Cc1cc(C)n(C(=O)c2cc3ccccc3c(=O)o2)n1	-9.0
18	COC(=O)c1cccc(-n2nnnc2SCC(=O)Nc2nc3c(s2)CCCC3)c1	-6.0
19	COc1ccc(-c2nc(NC(=O)c3ccccc3C(=O)O)sc2C)cc1[N+](=O)[O-]	2.4
20	Cc1cc(C)n(C(=O)CNC(=O)c2cccc(Cl)c2)n1	-6.8
21	CC(NC(=O)Nc1ccccc1)C(c1cccs1)N1CCN(C)CC1 (stereo unspecified)	-2.3
22	O=S(=O)(CCN1CCCCC1)c1nc2ccccc2s1	7.4
23	Cn1c(NCc2ccco2)nc2ccccc21	7.8
24	CC(C)C(c1nnnn1C1CCCC1)N1CCCc2ccccc21 (stereo unspecified)	-0.3
25	O=C(NCCCN1CCCC1)c1ccc(CNc2nc(=S)[nH]c3ccccc23)cc1	-53.0
26	Cc1ccc(Cl)cc1N1CCN(C(=O)CNS(=O)(=O)c2ccccc2)CC1	1.9
27	CCSc1ncnc2c1c(-c1ccccc1)cn2-c1ccc(F)cc1	-7.8
28	COc1cc2c(cc1OC)C(COc1ccc(F)cc1)N(C(=O)C(C)Oc1ccccc1)CC2 (stereo unspecified)	-13.7
29	COc1ccc(Nc2ncc3c(n2)CC(c2ccc(OC)cc2)CC3=O)cc1 (stereo unspecified)	-7.2
30	CCOC(=O)c1ccc(N2C(=O)C(C)SC2c2ccccc2)cc1 (stereo unspecified)	5.8
31	CC(C)(C)c1cc(Br)ccc1OCC(=O)Nc1ncn[nH]1	-8.4
32	O=C(CSc1nc2c(sc3ccccc32)c(=O)n1Cc1ccc2c(c1)OCO2)NCC1CCCO1 (stereo unspecified)	-1.1
33	CCOc1ccc(NC(C)=O)c([N+](=O)[O-])c1	0.7
34	CCOC(=O)C1C(=O)C=C(c2ccc(OC)c(OC)c2)CC1c1cccs1 (stereo unspecified)	-2.0
35	CCc1ccc(NC(=O)Cn2cnc3sc(C)c(S(=O)(=O)N4CC(C)CC(C)C4)c3c2=O)cc1 (stereo unspecified)	-5.8
36	c1ccc(Cc2[nH]nc3ccccc23)cc1	-1.0
37	CCC1Oc2ccc(C)cc2N(CC(=O)N(Cc2ccc3c(c2)OCO3)CC2CCCO2)C1=O (stereo unspecified)	-9.5
38	O=C(c1nn2c(C(F)(F)F)cc(-c3cccs3)nc2c1Cl)N1CCCCC1	3.0
39	O=C(Nc1ccc2c(c1)OCCO2)C(c1ccccc1)N(Cc1ccccc1)Cc1ccccc1 (stereo unspecified)	0.0
40	O=C(c1ccc(CS(=O)(=O)c2ccc(Br)cc2)o1)N1CCN(c2ncccn2)CC1	-4.4
41	CCOC(=O)N1CCN(c2c(Nc3ccc4c(c3)OCCO4)c(=O)c2=O)CC1	5.3
42	Cc1ccc(N=Cc2ccc[nH]2)c(O)c1	-8.9
43	COc1ccc(-c2noc(CN3CCC(Cc4ccccc4)CC3)n2)cc1	1.6
44	CCOC(=O)c1cnc2ccc(OCC)cc2c1Nc1ccccc1CC	4.8
45	COc1ccc(C)cc1S(=O)(=O)Nc1ccc(F)cc1	-2.5
46	CCCc1c(O)nc(SCCN(CC)CC)[nH]c1=O	13.7
47	CCOC(=O)C1C(c2ccc(F)cc2)NC(=S)NC1(O)C(F)(F)F (stereo unspecified)	-2.3
48	CCOC(=O)c1cc2c(=O)n3ccccc3nc2n(CC2CCCO2)c1=NC(=O)c1ccc(C)c(C)c1 (stereo unspecified)	-0.4
49	CCOc1cccc(C2C(C(=O)OC)=C(C)NC3=C2C(=O)CC(c2ccc(OC)c(OC)c2)C3)c1 (stereo unspecified)	-7.4
50	N=c1oc2ccccc2cc1C(N)=S	4.3
51	COc1ccc(C2(C(=O)Nc3ccc(C)cc3)CCCC2)cc1OC	-5.2
52	COc1cccc(C(c2sc3ncnn3c2O)N2CCN(C(=O)c3ccco3)CC2)c1 (stereo unspecified)	-2.6
53	CC(C)C(c1nnnn1C1CCCCC1)N1CCc2ccccc2C1 (stereo unspecified)	-5.4
54	O=C(Nc1c2c(nn1-c1ccc(Oc3ccccc3)cc1)CSC2)c1ccccc1C(F)(F)F	-5.1
55	CCOC(=O)c1nnn(-c2nonc2N)c1COc1cc(C)c(Cl)c(C)c1	-3.4
56	COc1cc2nc(NCCN3CCOCC3)n3nc(-c4ccccc4)nc3c2cc1OC	-4.3

Further structures
item	compound	14-3-3 PPI
57	COC(=O)c1cc(-c2cccc(Br)c2)nc2ccccc12	-7.2
58	CCC(Sc1nc2cc3c(cc2c(=O)n1Cc1ccc2c(c1)OCO2)OCO3)C(=O)N1CCCC1 (stereo unspecified)	-20.3
59	CCOc1ccc(C2Oc3ccccc3C3CC(c4ccccc4)=NN32)cc1 (stereo unspecified)	-9.9
60	COc1ccc(S(=O)(=O)N2CCN(CC(=O)Nc3cc(C(F)(F)F)ccc3Cl)CC2)cc1	-5.1&1.9
61	CCC1Sc2ccccc2N(CC(=O)NCCc2ccc(Cl)cc2)C1=O (stereo unspecified)	-7.1
62	CC(=O)NC1(C(F)(F)F)N=C2SCCN2C1=O (stereo unspecified)	-2.8
63	O=C(CSc1nc2[nH]ncc2c(=O)n1-c1cccc(C(F)(F)F)c1)NCc1cccs1	-16.2
64	CC1CCCCC1NC(=O)c1cncc(Br)c1 (stereo unspecified)	0.5
65	CCc1ccccc1NC(=O)CSc1nc2n[nH]c(C)c2c(=N)n1-c1ccc(OC)cc1	-2.3
66	COc1ccccc1NC(=O)Cn1c(=O)n(-c2ccc(Cl)cc2)c(=O)c2c(C)c(C)sc21	-4.9
67	COc1ccc(CN(CCC2(c3ccccc3)CCOC(C)(C)C2)C(C)=O)cc1OC (stereo unspecified)	-4.6
68	COc1cccc(OC)c1OCC(O)CN1CCOCC1 (stereo unspecified)	22.8
69	O=C(NCC1CCCO1)c1cc2c(s1)CS(=O)(=O)C2 (stereo unspecified)	-3.6
70	CSc1nc(SC)c2c3c(oc2n1)COC(C)(C)C3	2.4
71	CC1=CC(C)C2COC(c3ccccc3O)C1C2 (stereo unspecified)	-3.4
72	CC(C)(C)c1cc(Br)ccc1OCC(=O)Nc1ccc(S(=O)(=O)Nc2nccs2)cc1	-15.5
73	Cn1c(Cn2nnc3ccccc32)nnc1SCC(=O)N1c2ccccc2Sc2ccccc21	3.0
74	CCCCNC(=O)Cn1c(C)nc2sc(C(=O)OCC)c(C)c2c1=O	-3.3
75	Cc1cnc(NC(=O)COc2ccccc2Cl)s1	-6.6
76	CCn1c[n+](CC(O)COCc2ccccc2)c2ccccc21 (stereo unspecified)	2.9
77	O=C(Cn1c(=O)n(-c2ccccc2)c(=O)c2sccc21)N1CCCCCC1	-0.9
78	CCOc1cc([N+](=O)[O-])cc(CNc2cc(-c3nc4ccc(C)cc4o3)ccc2C)c1O	-27.3
79	COc1ccc(C2=NN(C(=O)c3cc(OC)c(OC)c(OC)c3)C(c3ccc(Br)cc3)C2)cc1OC (stereo unspecified)	-4.8
80	COc1ccc(NC(=O)Nc2sc(=S)n(C)c2C)cc1	-7.8
81	O=C(O)C1CC=CCC1C(=O)Nc1ccc(F)c(F)c1 (stereo unspecified)	-0.5
82	COc1ccc(-c2noc(CCC(=O)NCc3ccc(C)o3)n2)cc1	-8.7
83	c1ccc(Cn2c(SCc3nc4ccccc4s3)nnc2-c2ccco2)cc1	-6.4
84	CC(C)Cc1nnc(NC(=O)CCC(=O)N2CCOCC2)s1	-7.9
85	Cc1cc(C(F)(F)F)nc(SCc2ccc(C(=O)O)o2)n1	0.5
86	CCOC(=O)c1cccc(NS(=O)(=O)c2cccc3cccnc23)c1	-2.7
87	Cc1ccc2c(c1)c1c(n2CC(O)CNCc2ccco2)C(=O)CCC1 (stereo unspecified)	-42.0
88	Cc1ccc(-n2c(C)cc3c2CCCC3=O)cc1	5.7
89	O=C(NC1CCCCC1)c1nc2nc(-c3ccccc3)cc(C(F)(F)F)n2n1	-13.8
90	CCSc1nnc([C@H](C)NC(=O)OC(C)(C)C)o1	-5.3
91	O=C(c1ccc2c(c1)[nH]c(=S)n1c3ccccc3nc21)N1CCc2ccccc2C1	-13.0
92	O=C(c1ccc2snnc2c1)N1CCCC1	-6.5&2.0
93	CCc1ccc(NC(=O)c2ccc(N3CCC(C)CC3)c([N+](=O)[O-])c2)cc1	2.9
94	CC(C)(C)c1ccc2c(c1)N(CC(=O)NC1CC1)C(=O)CO2	-1.2
95	Cc1oc(-c2ccc(Cl)cc2)nc1CN1CCC(C(=O)NCCCN2CCOCC2)CC1	-4.3
96	Cc1c(C(=O)NCCc2ccc(Cl)cc2)oc2ccc(S(=O)(=O)N3CCCC3)cc12	-3.2
97	CC(=O)C1C(c2ccccc2OC(F)F)NC(=O)NC1(O)C(F)(F)F (stereo unspecified)	4.2&-8.8
98	COC(=O)COc1ccc(-c2nn(C)c(=O)c3ccccc23)cc1	3.9
99	COC(=O)Cc1cc(=O)n(-c2nc3ccccc3[nH]2)[nH]1	-3.3
100	CCCOC(=O)C(CC)Oc1ccc2c(=O)c(Oc3cc(C)c(Cl)c(C)c3)coc2c1 (stereo unspecified)	-82.0
101	O=C(NCCc1ccccc1)c1ccc2c(c1)N(Cc1ccccc1)C(=O)c1ccccc1S2	-2.2
102	COc1ccc(Nc2nc(=S)[nH]c3cc(OC)c(OC)cc23)cc1OC	-3.8
103	O=C(Nc1nnc(N=Cc2cccs2)s1)c1ccc(S(=O)(=O)N2CCCCC2)cc1	-8.7
104	COc1ccccc1N1CCN(CC(=O)c2c(C)n(C)c3ccccc23)CC1	-7.9

Ordered by value in 14-3-3 PPI (ascending): 6 of the compounds above
item	compound	14-3-3 PPI
100	CCCOC(=O)C(CC)Oc1ccc2c(=O)c(Oc3cc(C)c(Cl)c(C)c3)coc2c1 (stereo unspecified)	-82.0
103	O=C(Nc1nnc(N=Cc2cccs2)s1)c1ccc(S(=O)(=O)N2CCCCC2)cc1	-8.7
104	COc1ccccc1N1CCN(CC(=O)c2c(C)n(C)c3ccccc23)CC1	-7.9
99	COC(=O)Cc1cc(=O)n(-c2nc3ccccc3[nH]2)[nH]1	-3.3
101	O=C(NCCc1ccccc1)c1ccc2c(c1)N(Cc1ccccc1)C(=O)c1ccccc1S2	-2.2
98	COC(=O)COc1ccc(-c2nn(C)c(=O)c3ccccc23)cc1	3.9

The list goes on:
item	compound	14-3-3 PPI
105	Cc1ccc(CN2CC34C=CC(C)(O3)C(C(=O)O)C4C2=O)cc1 (stereo unspecified)	2.7
106	COC(=O)c1c(C)oc2c1cc(NS(=O)(=O)c1ccc(F)cc1)c1ccccc12	-45.0
107	COc1ccc(OC)c(NC(=O)CN(c2ccc(OC)c(Cl)c2)S(C)(=O)=O)c1	-4.2
108	CCOCN(C(=O)CSc1nc2ccccc2[nH]1)c1c(C)cccc1CC	8.3
109	CCOc1ccccc1NC(=O)c1ccc(F)c(S(=O)(=O)N2CCC3(CC2)OCCO3)c1	-0.8
110	CCCc1cc(=O)n2[nH]c(Cc3ccccc3)nc2n1	-4.4
111	COc1ccc(N(CC(=O)Nc2ccc3c(c2)OCCO3)S(=O)(=O)c2c(C)noc2C)cc1	-10.6
112	COCCN1C(=O)c2ccccc2C(C(=O)NCCC2=CCCCC2)C1c1c[nH]c2ccccc12 (stereo unspecified)	-1.1
113	CCN(C(=O)CN1CCN(c2ccc(O)cc2)CC1)c1c(N)n(Cc2ccccc2)c(=O)[nH]c1=O	-5.1
114	O=C(Cn1c(=O)oc2cc(Cl)ccc21)N1CCc2ccccc21	-9.0
115	Cc1ccc(-n2c(=O)c3c4c(sc3n3c(C)nnc23)COC(C(C)C)C4)cc1 (stereo unspecified)	0.5
116	CSCCC(NS(=O)(=O)c1ccc2c(c1)OCCO2)C(=O)NCCc1ccccn1 (stereo unspecified)	-1.4
117	COc1ccc(CC(=O)Nc2ccc(-c3noc(-c4ccccc4C)n3)cc2)cc1	-3.5
118	O=C(/C=N/O)NCCCn1ccnc1	-6.4
119	O=C(NCc1ccccc1)c1ccc(CN2CCOCC2)cc1	-17.8
120	CCc1ccc(NC(=O)c2cc(C(C)C)on2)cc1	-12.3
121	CCOc1ccc(C(=O)Oc2cc(N)n(S(=O)(=O)c3ccc(F)cc3)n2)cc1	-3.6
122	Cc1nn2c(C(F)(F)F)cc(-c3ccc(Cl)cc3)nc2c1C(=O)N1CCCCCC1	-0.6
123	COc1ccc(CNC(=O)c2ccc3c(=O)n(-c4ccc(OC)cc4OC)c(=S)[nH]c3c2)cc1	-9.8
124	O=[N+]([O-])c1cccc2c1NC(c1ccccc1Br)C1CC=CC21 (stereo unspecified)	-43.0
125	Cc1ccc(NC(=O)CN(C)S(=O)(=O)c2ccc(Br)s2)cc1F	-10.1
126	CC(C)n1c(NC2CCCCC2)nc2c1c(=O)n(C)c(=O)n2C	-4.3
